# GSIS activator: GLuc luminescence reporter in INS-1E cells, primary screen for activators of glucose-dependent secretion of insulin. actives 0.61% (n = 370,000). AID 743287, 2014. INS-1E GLuc reporter insulin secretion, 2-3 h. activation, % at 16.6 µM;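 active means lowest replicate activation of at least 40%, so every replicate reaches that level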;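 further: 0% = median of neutral control wells and 100% = median of IBMX positive control wells; some compounds called inactive have numbers as strong as hits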
# PAX8 reporter: inhibitors of PAX8-driven TPO luciferase reporter, primary screen, RMG-I cells, single concentration; inhibition, % at 12.6 µM; SteadyGlo, 24 h; actives 1.2% (n = 360,000);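 active means mean replicate inhibition at least 60% with every replicate also reaching 60%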;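 further: luciferase light reporting Pax8 driven TPO promoter activity; plate controls were median of neutral control wells for no effect and mitoxantrone controls for full effect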
# LGR2 inh: inhibitors of bursicon-induced LGR2 CRE-luciferase signal, primary screen, cell-based, HEK293, CRE-luciferase reporter, bursicon stimulation; bursicon-stimulated, 4 h; inhibition, % at 9.99 µM; actives 0.35% (n = 380,000); AID 720647, 2013;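 active means drop in luminescence signal, shown as inhibition above about 50% in the replicate tests, limit read from the data, passing the limit was not always enough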;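 further: agonist challenge used bursicon conditioned medium at about half maximal strength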
# * hit, by the source's call.
# The line under a structure holds: GSIS activator, PAX8 reporter, LGR2 inh
CCCCC#Cc1ccccc1COC[B-](F)(F)F
    73*, -7, -56
CN(C(=O)CCc1cn(C)c2ccccc12)c1ccc(Oc2cccnc2)cc1
    -22, 0, 2
CCCCN(C(=O)NC(=O)Nc1ccc(C)cn1)S(C)(=O)=O
    -1, 9, -2
COC(=O)[C@]12CCCCC=C1N(Cc1ccco1)C(=O)[C@H](CC(=O)NCC13CC4CC(CC(C4)C1)C3)C2
    19, 4, 28
O=C(NCc1ccccc1)C(c1ccncc1)n1c(=O)c(-c2cc3ccccc3[nH]2)nc2ccccc21 (configuration not stated)
    -18, -54, -51
CCOC(=O)C1(C(=O)OCC)C(C)CC(=O)N1c1ccccc1OC (configuration not stated)
    2, -1, 1
O=C(CCc1c[nH]c2ccccc12)Nc1ccc(Nc2ccncc2)cc1
    -7, 20, 3
CN1C(=O)CN2CCc3ccccc3C2c2cc(Cl)ccc21 (configuration not stated)
    9, 27, 6
Cc1ccccc1S(=O)(=O)Cc1ccc(C(=O)NC2CCCCCC2)o1
    -14, 4, 16
Fc1cccc(Cc2noc(CN3CCN(C4CCc5ccccc5C4)CC3)n2)c1 (configuration not stated)
    -12, 19, 6
COC(=O)c1cccc(C23CC4(C2)[C@H](CN(Cc2ccc(-c5ccccc5)cc2)[C@@H]4c2ccccc2)C3c2ccc(C(F)(F)F)cc2)c1 (some centres not stated)
    7, -13, 23
Cc1ccc2[nH]c3c(NCc4ccccc4)ncnc3c2c1
    -45, -32, -15
COc1ccc(NC(=O)OC[C@@H]2CSCCS(=O)(=O)N2)cc1
    27, -81, -12
O=C(Nc1cc(=O)[nH]c(=O)[nH]1)c1cccc(Br)c1
    30, 41, -12
O=S1(=O)N[C@@H](Cc2ccccc2)COc2cc(N3CCC[C@H]3CO)ccc21
    -2, 4, 6
Cc1cccc(CN2CCN(C3CN(Cc4cn(Cc5ccccc5)nn4)S(=O)(=O)C3)CC2)c1 (configuration not stated)
    14, 6, -10
CSc1ccc(-c2ccc3c(c2)c(Sc2ccccc2)c(-c2ccccc2)n3C)cc1
    5, 9, -17
CCOC(=O)N1CCN(C(=O)C[C@@H]2C[C@@]3(C(=O)OC)CC(C)(C)CC=C3N(Cc3ccco3)C2=O)CC1
    -15, 14, 1
CC1(C(=O)Nc2ccc3c(c2)OCCO3)CN(S(C)(=O)=O)CC(=O)N1C1CCCCCC1 (configuration not stated)
    -1, -42, -29
CCCCn1nnnc1C(c1ccccc1)N1CCN(CC)CC1 (configuration not stated)
    13, -5, -6
COc1cc2c(cc1NC(=O)CN(C)Cc1cccc(OC)c1OC)oc1ccccc12
    -23, -3, -3
COc1ccc(C(CNC(=O)c2ccc(Cl)c(NC(=O)c3cccs3)c2)N2CCCC2)cc1 (configuration not stated)
    3, 20, 11
Cc1cccc(C)c1-n1nnnc1C1c2ccccc2C(=O)N1CCC(C)C (configuration not stated)
    -8, 12, 10
CC(C)(C)OC(=O)N1CCc2onc(-c3ccccc3[N+](=O)[O-])c2C1=O
    9, -8, -4
O=C(C(=O)N1CCC(Cc2ccccc2)CC1)c1cccs1
    -12, -2, 12
O=C1C2N=NN(CC(=O)N3N=C(c4ccccc4)CC3c3ccc([N+](=O)[O-])cc3)C2C(=O)N1c1ccccc1 (configuration not stated)
    -3, -4, 20
CCCc1c(-c2cccc(Br)c2)ncn1Cc1ccccc1OC
    -1, 9, 7
Cc1nnsc1C(=O)N1CCCC(C(=O)c2ccc(C(F)(F)F)cc2)C1 (configuration not stated)
    -9, 0, 7
CN1C(=O)c2cc(NC(=O)C3CCC3)ccc2OC[C@H]2O[C@H](CC(=O)NCc3ccccc3F)CC[C@@H]21
    6, -13, 0
COCc1[nH]nc2c1C(c1ccc3c(c1)OCO3)N(c1ccc(OC)cc1)C2=O (configuration not stated)
    -4, -11, -4

# The line under a structure holds: GSIS activator, PAX8 reporter, LGR2 inh
CCOC(=O)C(=NCCCN(C)C)NNc1ccc(Br)cc1
    4, 0, 10
C/C(=N\NC(=S)Nc1c(C)cccc1C)c1ccc(OC(F)F)cc1
    2, 6, -1
N#Cc1ccc(COC(=O)c2ccccn2)cc1
    2, -13, 6
N#Cc1ccc(OCC(=O)N[C@@H](Cc2ccccc2)c2nc3ccccc3[nH]2)cc1
    -5, 19, -8
COc1cccc(CN(C)C(=O)CSCC(=O)Nc2ccc(C)cc2)c1OC
    13, -7, 3
Fc1ccc2nc(-c3ccc(CN4CCC(c5nc6ccccc6[nH]5)CC4)cc3)c(-c3ccccc3)nc2c1
    -50, 3, 10
COc1ccc(Cc2c(-c3ccc(Cl)cc3)nc3cc(C)c(Br)c(C)n23)c(C)c1
    -1, -21, 4
Oc1ccc(/C=N/Nc2nc(N3CCCCCC3)nc(N3CCCCCC3)n2)c(O)c1
    7, -2, -3
C=CCN=C1NC(c2ccc(Cl)cc2)C(C(=O)OC)=C(C)N1Cc1cccc(C(F)(F)F)c1 (configuration not stated)
    -11, 27, 7
COc1ccccc1/C=C(/C(=O)OCC(=O)Nc1ccccc1C(C)C)c1ccccc1
    1, 13, 17
CC(C)C[C@@H]1COc2cc(N3CC[C@H](O)C3)ccc2S(=O)(=O)N1
    12, -7, 5
O=C1NC[C@@H](CCCCN2C[C@H](Cc3ccc(O)cc3)N(CCC3CCCCC3)C(=O)C2=O)N(CCC2CCCCC2)C1=O
    -16, 7, -4
Nc1nc(-c2ccc(Cl)cc2)c(S(=O)(=O)c2ccccc2)s1
    -34, -6, 6
CC(=O)Nc1ccc(/C=N/NC(=O)CNS(=O)(=O)c2ccccc2)cc1
    -7, -13, -12
O=S1(=O)CC(N2CC=CC2)CN1Cc1cn(Cc2cccc(C(F)(F)F)c2)nn1 (configuration not stated)
    1, 3, -5
O=Nc1ccc(Br)cn1
    -5, -8, -15
Cc1cccc(C)c1-n1nnnc1C1(C)CCC(=O)N1CCOc1ccccc1 (configuration not stated)
    -2, -6, 6
O=C(c1cnn(C(=O)c2ccc(O)cc2)c1)c1ccccc1O
    9, -23, -1
CC(C)C[C@@H]1COc2cc(N3CCSCC3)ccc2S(=O)(=O)N1
    3, -5, -6
CCN(CC)C(=O)c1ncn2c1C(=O)N[C@@H](C)C2
    -17, -9, -1
C[C@@H]1CN([C@@H](C)CO)C(=O)c2c(c3ccccc3n2C)-c2ccccc2CO[C@H]1CN(C)Cc1ccc(Cl)c(Cl)c1
    4, 12, 2
O=[N+]([O-])c1c(NCCO)cc(N2CCCCC2)c2nonc12
    2, 3, 11
O=C1C(Cl)=C(Nc2ccc(F)cc2)C(=O)N1CCc1ccccc1
    8, 1, -19
COC(=O)C1=C(C)N(Cc2ccc(C(F)(F)F)cc2)C(=NCc2ccccc2)NC1c1cccc(F)c1 (configuration not stated)
    671*, 101*, 58*
O=C1NC[C@@H](CCCCN2C[C@H](Cc3ccc(O)cc3)N(CCc3ccc(O)cc3)C(=O)C2=O)N(CCc2ccc(O)cc2)C1=O
    11, 3, 9
O=C(Nc1ccc2c(c1)OCCO2)C1c2ccccc2OCC(=O)N1Cc1ccc2c(c1)OCO2 (configuration not stated)
    -6, 4, -18
CC(=O)c1ccc(NC(=O)COC(=O)CCN2C(=O)c3cccc([N+](=O)[O-])c3C2=O)cc1
    1, -3, 3
CCOC(=O)C1=CCC(c2cc3ccc(OC)cc3n2C(=O)OC(C)(C)C)NC1 (configuration not stated)
    3, -25, -42
COc1ccc2c3c([nH]c2c1)[C@@H](CO)N(C(=O)C1CCC1)CC31CN(Cc2cccc(F)c2)C1
    -27, -21, -33
COC(=O)[C@@]1(C(C)C)N=C(c2cc(OC)c(OC)c(OC)c2)[C@]2(O1)C(=O)N(C)c1ccc(Br)cc12
    -5, 3, -5

# Random excerpt: 7 compounds from above
# The line under a structure holds: GSIS activator, PAX8 reporter, LGR2 inh
N#Cc1ccc(COC(=O)c2ccccn2)cc1
    2, -13, 6
COc1cccc(CN(C)C(=O)CSCC(=O)Nc2ccc(C)cc2)c1OC
    13, -7, 3
Fc1ccc2nc(-c3ccc(CN4CCC(c5nc6ccccc6[nH]5)CC4)cc3)c(-c3ccccc3)nc2c1
    -50, 3, 10
CCN(CC)C(=O)c1ncn2c1C(=O)N[C@@H](C)C2
    -17, -9, -1
CC(=O)c1ccc(NC(=O)COC(=O)CCN2C(=O)c3cccc([N+](=O)[O-])c3C2=O)cc1
    1, -3, 3
O=C1NC[C@@H](CCCCN2C[C@H](Cc3ccc(O)cc3)N(CCc3ccc(O)cc3)C(=O)C2=O)N(CCc2ccc(O)cc2)C1=O
    11, 3, 9
N#Cc1ccc(OCC(=O)N[C@@H](Cc2ccccc2)c2nc3ccccc3[nH]2)cc1
    -5, 19, -8

# An excerpt of these results, as labelled records:
O=[N+]([O-])c1c(NCCO)cc(N2CCCCC2)c2nonc12
  GSIS activator: 2	PAX8 reporter: 3	LGR2 inh: 11

O=C1C(Cl)=C(Nc2ccc(F)cc2)C(=O)N1CCc1ccccc1
  GSIS activator: 8	PAX8 reporter: 1	LGR2 inh: -19

COC(=O)C1=C(C)N(Cc2ccc(C(F)(F)F)cc2)C(=NCc2ccccc2)NC1c1cccc(F)c1 (configuration not stated)
  GSIS activator: 671*	PAX8 reporter: 101*	LGR2 inh: 58*

O=C1NC[C@@H](CCCCN2C[C@H](Cc3ccc(O)cc3)N(CCc3ccc(O)cc3)C(=O)C2=O)N(CCc2ccc(O)cc2)C1=O
  GSIS activator: 11	PAX8 reporter: 3	LGR2 inh: 9

# Given as labelled records: entries from further up.
Compound: COc1ccc(Cc2c(-c3ccc(Cl)cc3)nc3cc(C)c(Br)c(C)n23)c(C)c1
  GSIS activator: -1	PAX8 reporter: -21	LGR2 inh: 4

Compound: CC(C)C[C@@H]1COc2cc(N3CCSCC3)ccc2S(=O)(=O)N1
  GSIS activator: 3	PAX8 reporter: -5	LGR2 inh: -6

Compound: O=Nc1ccc(Br)cn1
  GSIS activator: -5	PAX8 reporter: -8	LGR2 inh: -15

Compound: CC(=O)Nc1ccc(/C=N/NC(=O)CNS(=O)(=O)c2ccccc2)cc1
  GSIS activator: -7	PAX8 reporter: -13	LGR2 inh: -12

# The listing continues.
# The line under a structure holds: GSIS activator, PAX8 reporter, LGR2 inh
COc1ccc(NC(=O)Nc2ccc3c(c2)CCC3)cc1OC
    -11, -17, 16
C/C(CC(=O)NCCCN1CCOCC1)=N\NC(=O)COc1ccc(C)cc1
    7, 5, 11
CCOCCn1ccc2c(OCC(=O)NCc3ccccc3)cccc2c1=O
    4, 3, -8
CC1=C(C(=O)N2CCCCCC2)CC(CC(=O)NCc2cccs2)C(=O)N1CCC1=CCCCC1 (configuration not stated)
    -8, 4, -11
COc1ccc(OC)c(NC(=O)CSc2nnc(C3CCCCC3)o2)c1
    6, 9, -1
Cc1ccc(C(=O)N2CCN=C2SCc2ccc([N+](=O)[O-])cc2)cc1C
    5, 23, -5
Cc1cc(C)c(NC(=O)C2CCCN2CCOC(=O)c2cccc([N+](=O)[O-])c2)c(C)c1 (configuration not stated)
    -13, 1, 17
COc1ccc(NC(=O)CSc2nc(C)cc(C)n2)c([N+](=O)[O-])c1
    -2, 7, -17
C=CCN(CC=C)CCOc1ccc(OC(C)C)cc1
    0, -18, -13
CN(C)c1ccc(/C=C/C(=O)c2ccc3c(c2)OCCO3)cc1[N+](=O)[O-]
    9, -34, -7
COc1cc(OC)cc(C2=Cc3ccccc3C(CC(=O)c3ccco3)N2c2ccc(-c3cncnc3)cc2)c1 (configuration not stated)
    5, 28, -25
Cc1cc(NC(=O)CSCC(=O)N2CCN(c3cccc(C(F)(F)F)c3)CC2)no1
    -1, 2, 1
COC(=O)/C=C1\OCc2cc(C)ccc21
    -1, -48, -18
CCOC(=O)[C@]12CCCC=C1N(Cc1cccc3ccccc13)C(=O)[C@H](CC(=O)N1CCOCC1)C2
    -16, -6, -22
CC(C)(C)c1ccc(C(=O)NCC(=O)OCC(=O)Nc2ccc3c(c2)OCCO3)cc1
    11, 11, -3
O=C(Nc1ccc2c(c1)OCO2)C1CCN(C(=O)c2ccc(Br)cc2)CC1
    1, -16, -11
CC1=C(C(=O)N2CCCCCC2)CC(CC(=O)NCCN2CCOCC2)C(=O)N1Cc1ccc(C(C)(C)C)cc1 (configuration not stated)
    -22, -10, -5
Cc1ccc([N+](=O)[O-])c(OCCN2CCNCC2)c1
    -4, -8, 9
CCn1cc([N+](=O)[O-])nc1C
    10, 27, 7
CC=Cc1ccc2n(c1=O)C[C@H]1[C@H](CO)[C@@H](C(=O)NC3CCCC3)[C@@H]2N1C(=O)c1cnccn1 (mixture of isomers)
    4, -7, -11
CCOC(=O)[C@]12CCCC=C1N(Cc1ccccc1)C(=O)[C@H](CC(=O)N1CCCC1)C2
    -7, 1, -16

# Screening results: PubChem, Broad Institute

# These rows are one share of the data; count on the stated rates, not on these rows.
